D2 PAM = positive allosteric modulators of human D2 dopamine receptor; HEK293 T-REx D2, calcium flux, EC20 dopamine potentiation; potentiation, % at 10 µM; hit rate 0.34% among 340,000;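 active means potentiation over 3 SD above the plate norm, cut at about 30% in these data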; further: 0% is about no effect
Target sequence (P14416 whole entry, looked up): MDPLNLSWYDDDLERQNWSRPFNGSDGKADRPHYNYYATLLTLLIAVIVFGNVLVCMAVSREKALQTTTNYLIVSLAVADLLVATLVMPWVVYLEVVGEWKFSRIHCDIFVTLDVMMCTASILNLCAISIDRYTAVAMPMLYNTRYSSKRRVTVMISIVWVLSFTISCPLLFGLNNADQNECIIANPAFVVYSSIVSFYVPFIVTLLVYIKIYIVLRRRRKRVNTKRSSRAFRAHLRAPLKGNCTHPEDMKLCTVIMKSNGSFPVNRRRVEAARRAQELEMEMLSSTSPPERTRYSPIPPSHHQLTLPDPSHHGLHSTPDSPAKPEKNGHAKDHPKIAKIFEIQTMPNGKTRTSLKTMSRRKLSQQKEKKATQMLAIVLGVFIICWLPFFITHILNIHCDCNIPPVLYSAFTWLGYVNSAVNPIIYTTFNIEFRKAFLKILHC
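Using a no-wash calcium dye in inducible, force-coupled HEK293 Trex cells expressing D2, we tracked fluorescence each second for 180 s after compound, then for 180 s after EC20 dopamine to detect augmented signalling.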
D1 ag = agonists of human D1 dopamine receptor; P21728; HEK293 T-REx D1 cells, calcium flux, agonist mode; activation, % at 2 µM; hit rate 1% among 360,000; AID 504660; in the data active means activation above about 30%; further: 0% is about no effect
Target sequence (P21728 whole entry, looked up): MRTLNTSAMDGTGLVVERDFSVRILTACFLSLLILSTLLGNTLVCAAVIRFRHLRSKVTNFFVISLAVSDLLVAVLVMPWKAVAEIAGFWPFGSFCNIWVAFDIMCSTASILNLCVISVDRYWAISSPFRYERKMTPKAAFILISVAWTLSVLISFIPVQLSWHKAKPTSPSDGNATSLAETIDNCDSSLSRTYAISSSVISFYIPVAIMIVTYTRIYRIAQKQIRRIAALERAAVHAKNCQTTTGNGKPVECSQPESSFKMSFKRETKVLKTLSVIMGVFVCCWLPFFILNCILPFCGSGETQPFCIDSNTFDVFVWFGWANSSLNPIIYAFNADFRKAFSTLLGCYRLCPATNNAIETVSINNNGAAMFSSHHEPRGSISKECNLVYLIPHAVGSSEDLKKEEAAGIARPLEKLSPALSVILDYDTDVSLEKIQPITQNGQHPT
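Agonism was scored from calcium flux recorded over 180 s (1 read/s) after pintool compound addition, following a 10-cycle baseline. Cells were inducible force-coupled HEK293 TREx D1, plated overnight at 30 C and loaded with no-wash calcium dye.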
RXFP1 antag = antagonists of human relaxin receptor RXFP1 | hit rate 0.59% among 350,000 | activity change, negative = inhibition, % at 57.5 µM | AID 1259400 | HEK293-RXFP1, relaxin-stimulated cAMP HTRF, 30 min; stronger effect = lower value;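 active means activity change of -60% or lower, but not beyond a set lower limit; inconclusive means change between -60% and -40%, or beyond the set limit; inactive means change above -40%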; further: on the % scale 0 is the no-effect control and ±100 the full control effect
D1 antag = blocks dopamine activation of the human D1 receptor; P21728; HEK293 TREx D1 cells, calcium flux, dopamine EC80; stronger effect = lower value; activity change, negative = inhibition, % at 10 µM; hit rate 3.2% among 360,000; AID 504652; in the data active means activity change below about -30%; further: on the % scale 0 is the no-effect control and ±100 the full control effect
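HEK293 T-REx cells expressing inducible, force-coupled D1 receptor; no-wash Ca dye, 30–90 min RT. Cmpd → 180 s read at 1 Hz → EC80 DA → 180 s read.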
RXFP1 ag = RXFP1 (human) receptor agonism; HEK293T-RXFP1 cAMP TR-FRET, 30 min; response scale: percent of porcine relaxin response, buffer zero; Potency, µM (doses to about 57.5 µM), for inactives: at the top dose activation, usual class: activators; hit rate 0.3% among 370,000; further: potency means the concentration at half of the fitted maximal effect; on the % scale 0 is the no-effect control and ±100 the full control effect; nearly all actives have a fitted effect of over 60% in size; many of its hits are not listed in these tables
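Agonist response is measured as cAMP accumulation in an RXFP1-transfected HEK293T line under PDE4 inhibition. Values are scaled between buffer-only and 29 nM porcine relaxin, and EC50s come from standard Hill equation fits.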
D1 PAM = enhances dopamine response at the human D1 receptor; P21728; hit rate 0.036% among 360,000; potentiation, % at 10 µM; AID 504651; HEK293 TREx D1 cells, calcium flux, dopamine EC20 potentiation; in the data active means potentiation above about 30%; further: 0% is about no effect
Vif-APOBEC3F blk = inhibitors of Vif-A3F interaction | Potency, µM (titrated, usually from 46.1 µM), for the others: at the top dose activity, negative = active | HeLa A3F-eYFP + Vif (tagged APOBEC3F with the HIV-1 protein that degrades it), YFP fluorescence increase | AID 602313 | hit rate 0.2% among 390,000; further: potency means the concentration at half of the fitted maximal effect; % of control where 0% means no effect; nearly all actives have a fitted effect of over 65% in size
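HeLa cells stably expressing Vif plus C-terminally eYFP-tagged A3F were seeded, incubated overnight at 37 deg C, dosed with compound, incubated overnight again at 37 deg C. Yellow fluorescence (Ex 488/Em 500-530) reported blocked Vif-mediated A3F-eYFP degradation.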
Vif-APOBEC3G blk = inhibitors of Vif-APOBEC3G interaction | HeLa A3G-eYFP + Vif (tagged APOBEC3G with the HIV-1 protein that degrades it), YFP fluorescence, overnight | Q9HC16 | Potency, µM (titrated, usually from 46.1 µM), for the others: top-dose activity, negative = active, hits mostly inhibitors | AID 602310 | hit rate 0.076% among 410,000;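 further: potency means the concentration at half of the fitted maximal effect; on the % scale 0 is the no-effect control and ±100 the full control effect; nearly all actives have a fitted effect of over 60% in size; hits raise eYFP signal because A3G escapes Vif-driven loss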
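HeLa cells stably expressing Vif and C-terminally eYFP-tagged A3G, seeded overnight at 37 deg C, then exposed to compound by pintool overnight at 37 deg C. Rise in yellow fluorescence (Ex 488/Em 500-530, Acumen) marks blocked Vif-driven A3G degradation.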
GRP78 ERSR act = ER stress response induction in glioma | U87-MG GRP78 promoter luciferase reporter, 16 h | Potency, µM, for the others: top-dose activation, most hits filed as activators | hit rate 0.02% among 420,000; further: potency means the concentration at half of the fitted maximal effect; series mostly up to about 76 µM; % of control where 0% means no effect; nearly all actives have a fitted effect of over 35% in size
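Stably transfected U87-MG human glioma cells carrying a GRP78-based luminescent sensor were seeded at 1000 cells/well, pin-dosed with compounds and incubated 16 h. Luciferase reagent was then added, and end-point luminescence was read after 10 min at room temperature.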
* = called active by the depositor; ? = inconclusive; . = not tested or not shown; & = joins results of further samples. Unless noted, the call rests on the fitted dose curve; in most records, active means well fitted curve in the direction sought with a large enough effect; inconclusive means small, poorly fitted or top-dose-only effect, or another doubt; inactive means no such curve, though single readings can be large; an effect the other way counts as inactive or inconclusive. Only part of the results is shown; rates above refer to the full screens.

SMILES	D2 PAM	D1 ag	RXFP1 antag	D1 antag	RXFP1 ag	D1 PAM	Vif-APOBEC3F blk	Vif-APOBEC3G blk	GRP78 ERSR act
COc1ccc(OC)c(-n2c(O)c(/C=C3\C=Nc4ccccc43)c(=O)[nH]c2=O)c1	-5	2	-38	8	6.6%	1	-16%	?	0%
Nc1ccc(Br)cc1	.	.	4	.	.	.	1%	-9%	2%
COc1cccc(NP(=O)(Oc2ccc(Cl)cc2)Oc2ccc(Cl)cc2)c1	1	11	-14	10	0.0%	-5	?	-11%	-2%
CC1(C)C2CC=C(CN3CCC(O)CC3)C1C2 (centres undefined)	-9	3	-13	0	-1.6%	3	-2%	2%	-4%
Oc1ccccc1-[n+]1c(-c2ccccc2)cc(-c2ccccc2)c(O)c1-c1ccccc1	-7	2	.	-1	1.1%	-2	6%	0%	1%
CC1=C2[C@@H]3OC(=O)[C@H](C)C3CC[C@@]2(C)C=CC1=O (some centres undefined)	7	-2	15	11	-0.3%	3	9%	2%	-4%
CCN1CCN(Cc2nnnn2C(C)(C)C)CC1	2	0	-3	-7	-6.0%	-4	-8%	2%	-4%
COc1cccc(N2C(=O)/C(=C/c3ccc(C)o3)C(=O)NC2=S)c1	-2	2	18	1	0.8%	8	-24%	0%	-2%
O=C(Nc1ccon1)c1cccn(Cc2ccccc2)c1=O	-1	-2	.	.	3.4%	3	-3%	3%	0%
Nc1ccc(C2(c3ccc(N)cc3)CCCCC2)cc1	17	10	7	6	0.9%	4	-15%	-3%	6%
Clc1ccc2c(N3CCNCC3)ccnc2c1	-6	4	2	-4	0.7%	-10	-5%	-7%	-6%
O=C(Nc1ccc(F)cc1)N1CC2CC(C1)c1cccc(=O)n1C2 (centres undefined)	-8	4	4	8	0.8%	0	1%	1%	-5%
COCCOC(=O)c1c(N)n(Cc2ccco2)c2nc3ccccc3nc12	.	2	0	-13	5.9%	-2	-16%	-1%	-5%
COc1cc(/C=C/[N+](=O)[O-])ccc1O	5	-2	.	3	-0.5%	-1	-2%	?	-11%
CC(C)c1onc(C(=O)N2CCC3(CC2)OCCO3)c1[N+](=O)[O-]	-3	5	4	7	1.9%	-4	1%	0%	-1%
CCC(Oc1cc(Cl)ccc1Cl)C(=O)N1CCC2(CC1)OCCO2 (centres undefined)	-3	0	4	1	?	-10	4%	3%	-3%
FC(F)(F)c1ccc2c(c1)ncn2C1CCN(Cc2nnnn2C2CCCCC2)CC1	1	24	-74*	-8	-0.5%	-6	1%	2%	-5%
CCCN1CCC[C@@H]2Cc3nc(N)ncc3C[C@H]21	.	.	6	.	.	.	3%	1%	-3%&-3%
CC(=O)O[C@H]1CC[C@]2(C)C3CC[C@@]4(C)C(C[C@@H](O)[C@@H]4O)C3[C@@H](OC(C)=O)C[C@H]2C1 (some centres undefined)	.	.	-5	.	.	.	0%	0%	-6%
CN1CCc2nc3sc(C(=O)NC4CC4)c(N)c3cc2C1	2	2	-7	8	11%	0	1%	0%	3%
O=C(CNS(=O)(=O)c1cccs1)N1CCC2(CC1)OCCO2	-2	3	-6	8	-2.5%	-8	0%	0%	-3%
O=C(O)CP(=O)(O)c1ccc(Cl)cc1	8	6	-2	2	0.0%	0	-8%	2%	-5%
COc1ccccc1CN1CCCC(C(=O)c2ccccc2SC)C1 (centres undefined)	14	9	-23	-3	0.2%	-10	6%	0%	-6%
CC(=O)Nc1ccc(C=C2C(=O)NC(=O)NC2=O)cc1	.	.	1	.	.	.	-10%	2%	0%
O=C(C1CCCO1)N1CCC2(CC1)OCCO2 (centres undefined)	.	3	-8	-17	3.0%	5	0%	-8%	-6%
CC(NCc1cccc(Cl)c1Cl)C(O)c1ccccc1 (centres undefined)	-17	1	-6	15	3.2%	-5	5%	0%	-2%
COc1ccc(-n2c(O)c(/C=C3\C=Nc4ccccc43)c(=O)[nH]c2=O)cc1	5	2	10	7	2.7%	-2	?	1%	-1%
CCC1C(c2ccccc2)NC(c2ccccc2)CC1(O)c1ccc(F)cc1 (centres undefined)	-7	3	-9	-9	4.5%	0	-4%	-1%	-7%
Cc1ccc2c(c1N)C(=O)c1ccccc1C2=O	12	7	.	.	0.6%	0	-23%	-15%	1%
COc1ccc(N2C(=O)/C(=C/c3ccc(C)o3)C(=O)NC2=S)c(OC)c1	9	-1	-3	-19	-0.5%	1	-6%	-1%	-2%
COc1cc(CN2CCN(C(=O)COc3ccccc3)CC2)cc(OC)c1OC	7	1	-10	0	2.1%	-3	-15%	4%	-6%
OC1(c2ccc(F)cc2)CC2CCC(C1)N2Cc1nnnn1C1CCCC1 (centres undefined)	-22	0	6	-14	3.2%	-5	6%	-2%	-4%
CCCNC(=O)c1c(N)n(CC2CCCO2)c2nc3ccccc3nc12 (centres undefined)	4	9	-6	6	-0.7%	-2	-10%	0%	-9%
CN1[C@@H]2CC[C@H]1CC(OC(=O)C1C=Nc3ccccc31)C2 (some centres undefined)	5	5	.	-5	-0.9%	4	7%	-3%	0%
C[C@H]1CC[C@@H]2N(C1)C[C@H]1[C@@H]3C[C@H]4[C@@H](CC(=O)[C@H]5C[C@@H](O)CC[C@@]54C)[C@@H]3CC[C@H]1[C@]2(C)O	.	1	12	13	1.4%	-4	-6%	3%	-4%&-1%
CCOc1ccc(N2C(=O)NC(=O)/C(=C/c3cnc(SC)nc3)C2=O)cc1	-7	0	-7	-17	0.3%	-5	-20%	2%	1%
C[C@@H]1O[C@@H](O[C@@H]2C=C3CC[C@@H]4C(CC[C@]5(C)[C@@H](c6ccc(=O)oc6)CC[C@]45O)[C@@]3(C)CC2)[C@H](O)[C@H](O)[C@H]1O (some centres undefined)	-4	3	.	-3	1.6%	5	-14%	-34%	-7%
COC1=CC2C3Cc4ccc(OC)c(O)c4C2(CCN3C)CC1=O (centres undefined)	2	6	3	6	-0.8%	.	-5%	0%	-5%
CCCC[N+]12CCC(CC1)C(C(=O)c1cccs1)C2 (centres undefined)	-7	3	-10	-8	2.7%	-3	-4%	-1%	-4%
C1CNC2NCCNC2N1 (centres undefined)	5	0	-17	-20	-0.9%	-1	6%	-1%	-3%
N#CC1=C(N)Oc2c(c(=O)oc3ccccc23)C1c1ccc(OC(=O)N2CCOCC2)cc1 (centres undefined)	16	5	-8	13	3.3%	-2	-9%	3%	-2%
O=C(COC(=O)Cc1ccccc1)Nc1cc(S(=O)(=O)N2CCCCC2)ccc1Cl	2	2	11	-8	0.0%	-5	-22%	1%	-1%
Cc1ccc(-c2nc3ccccc3c(=O)n2-c2ccc(O)cc2)cc1	2	1	-12	-14	0.6%	5	-30%	-2%	-1%
COc1ccc(CCn2c(O)c(C=NCCN3CCCCC3)c(=O)[nH]c2=O)cc1OC	-2	1	0	.	-0.6%	-2	-10%	3%	-5%
CCC(=NCCN1CCCCC1)c1c(O)n(C)c(=O)n(C)c1=O	-6	1	-10	-2	3.8%	-3	-5%	0%	-2%
CCOP(=O)(OCC)C(NC(=O)c1cccc(C)c1)C(Cl)(Cl)Cl (centres undefined)	4	2	-1	4	-2.3%	-2	7%	0%	-2%
O=C1C2CCCN2C(c2ccc(Cl)cc2)N1c1ccccn1 (centres undefined)	3	1	-4	1	-1.3%	-1	0%	1%	-3%
Cc1cccc(-n2c(O)c(C=NCc3cccnc3)c(=O)[nH]c2=O)c1C	-7	2	-28	-8	-1.0%	-3	-18%	2%	-5%
O=C(Nc1ccccc1C(F)(F)F)c1cccn(Cc2ccccc2)c1=O	6	3	.	.	?	0	-1%	-2%	-1%

3 entries already listed, ordered by molecular weight, high to low:
SMILES	D2 PAM	D1 ag	RXFP1 antag	D1 antag	RXFP1 ag	D1 PAM	Vif-APOBEC3F blk	Vif-APOBEC3G blk	GRP78 ERSR act
C[C@@H]1O[C@@H](O[C@@H]2C=C3CC[C@@H]4C(CC[C@]5(C)[C@@H](c6ccc(=O)oc6)CC[C@]45O)[C@@]3(C)CC2)[C@H](O)[C@H](O)[C@H]1O (some centres undefined)	-4	3	.	-3	1.6%	5	-14%	-34%	-7%
O=C1C2CCCN2C(c2ccc(Cl)cc2)N1c1ccccn1 (centres undefined)	3	1	-4	1	-1.3%	-1	0%	1%	-3%
CCCC[N+]12CCC(CC1)C(C(=O)c1cccs1)C2 (centres undefined)	-7	3	-10	-8	2.7%	-3	-4%	-1%	-4%

Filtered by structure, the entries above containing an NH in an aromatic ring.
SMILES	D2 PAM	D1 ag	RXFP1 antag	D1 antag	RXFP1 ag	D1 PAM	Vif-APOBEC3F blk	Vif-APOBEC3G blk	GRP78 ERSR act
COc1ccc(OC)c(-n2c(O)c(/C=C3\C=Nc4ccccc43)c(=O)[nH]c2=O)c1	-5	2	-38	8	6.6%	1	-16%	?	0%
COc1ccc(-n2c(O)c(/C=C3\C=Nc4ccccc43)c(=O)[nH]c2=O)cc1	5	2	10	7	2.7%	-2	?	1%	-1%
COc1ccc(CCn2c(O)c(C=NCCN3CCCCC3)c(=O)[nH]c2=O)cc1OC	-2	1	0	.	-0.6%	-2	-10%	3%	-5%
Cc1cccc(-n2c(O)c(C=NCc3cccnc3)c(=O)[nH]c2=O)c1C	-7	2	-28	-8	-1.0%	-3	-18%	2%	-5%

Screens deposited in PubChem BioAssay by National Center for Advancing Translational Sciences (NCATS).
